# Compound activity (PubChem BioAssay)
# Cl transport mod: KCC2 cotransporter modulators, thallium flux, primary screen, cell-based, HEK293 KCC2, FluoZin-2 fluorescence, MLSMR | 190,000 compounds, 2.2% hits | AID 1456, 2008 | KCC2 cells, thallium flux FluoZin-2 fluorescence | Solute carrier family 12 member 5 (Homo sapiens), Q9H2X9 | B-score of Tl+ flux slope (higher = more flux/activation; lower = inhibition) at 10 µM;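 active means thallium flux slope and its plate-corrected score both differing from the plate sample mean at a set confidence after two filtering rounds, in either direction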;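 further: slope of fluorescence scaled to starting intensity during 10 to 20 s after thallium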
# FXIIa inh: human FXIIa protease inhibitors, primary screen, biochemical, 1536-well; Coagulation factor XII (Homo sapiens), P00748; purified FXIIa, Boc-QGR-AMC fluorogenic substrate, 2 h; inhibition, % at 5 µM; 220,000 compounds, 0.3% hits; in the data active means inhibition above about 40%;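 further: 0% = enzyme with no compound and 100% = blank without enzyme; many of its hits are not listed in these tables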
# Rad51 HR inh: human RAD51 strand exchange inhibitors, primary screen, biochemical, fluorescence; hRad51 DNA strand exchange, fluorescence dequenching; 200,000 compounds, 0.085% hits; inhibition, % at 10 µM; DNA repair protein RAD51 homolog 1 (Homo sapiens), Q06609;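 active means inhibition above 40% at the single screening dose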;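 further: 0% = DMSO control wells and 100% = blanks with heterologous ssDNA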
#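 material = hRad51 filaments on single-stranded DNA | timing = filaments 15 min 37 °C, then compound 30 min | signal = FRET fluorescence dequenching, excitation 485 nm, emission 520 nm | benchmarks = control wells and blank wells on each plate | evaluation = percent inhibition relative to plate controls and blanks | compound = 10 µM final, single point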
# FXIa inh 1536: human FXIa protease inhibitors, primary screen, biochemical, 1536-well; 220,000 compounds, 0.14% hits; AID 798, 2007; inhibition, % at 5 µM; purified FXIa, Boc-Glu-Ala-Arg-AMC fluorogenic substrate;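 active means inhibition of at least 40%; inactive means inhibition below 40%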;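 further: fluorescence of freed AMC excited at 355 nm; 0% = enzyme without compound and 100% = no enzyme blank; many of its hits are not listed in these tables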
# Target sequence (P03951 19-387 limits assumed): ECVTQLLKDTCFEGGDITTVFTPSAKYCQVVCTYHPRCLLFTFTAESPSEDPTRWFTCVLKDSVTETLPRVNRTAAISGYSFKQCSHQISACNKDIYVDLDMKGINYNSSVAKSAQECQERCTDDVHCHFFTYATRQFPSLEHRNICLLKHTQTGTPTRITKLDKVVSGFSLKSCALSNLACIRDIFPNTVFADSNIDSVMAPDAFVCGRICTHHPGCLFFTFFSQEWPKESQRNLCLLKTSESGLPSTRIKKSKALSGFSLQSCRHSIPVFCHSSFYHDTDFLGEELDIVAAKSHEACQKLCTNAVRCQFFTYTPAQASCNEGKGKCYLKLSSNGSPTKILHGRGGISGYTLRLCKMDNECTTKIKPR
# Target sequence (P03951 388-625 limits assumed): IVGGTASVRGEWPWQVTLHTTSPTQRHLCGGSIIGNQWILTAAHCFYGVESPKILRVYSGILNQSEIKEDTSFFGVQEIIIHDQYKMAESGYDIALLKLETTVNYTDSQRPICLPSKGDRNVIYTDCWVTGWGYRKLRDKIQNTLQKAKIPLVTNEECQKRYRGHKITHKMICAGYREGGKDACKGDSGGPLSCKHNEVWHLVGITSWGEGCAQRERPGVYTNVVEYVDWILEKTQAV
# Calpain2 inh: inhibitors of pig calpain II, primary screen, biochemical, fluorogenic peptide substrate, 1536-well; inhibition, % at 16 µM; 220,000 compounds, 0.37% hits; purified calpain II, 30 min; AID 1236, 2008;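 active means inhibition above about 50%, limit read from the data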
# Furin inhibitor: human furin inhibitors, primary screen, biochemical, fluorescence intensity; 220,000 compounds, 0.061% hits; AID 463115, 2010; P09958; purified furin, fluorogenic substrate cleavage; inhibition, % at 30 µM; in the data active means inhibition above about 25%; further: inactives centre near -15
# PERK inh: block of dimerizer-induced PERK translation repression, primary screen, PERK inhibitor project, CHO PERK-DD cells, SEAP luminescence, HTS; inhibition, % at 5.6 µM; 220,000 compounds, 0.17% hits; CHO PERK-DD fusion, SEAP luminescence translation reporter; AID 1416, 2008;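 active means inhibition above the mean inhibition of all tested compounds plus 3 SD, set separately per screening campaign, cut at about 2.9% in these data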;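 further: PERK kinase domain activated by AP20187 dimerizer at 100 nM; 0% = DMSO with dimerizer and 100% = rapamycin at 8.4 µM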
# hK5 inh: human KLK5 protease inhibitors, primary screen, biochemical, 1536-well | AID 873, 2007 | inhibition, % at 5 µM | 210,000 compounds, 0.59% hits | recombinant hK5, fluorogenic AMC substrate cleavage | Kallikrein-5 (Homo sapiens), Q9Y337;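 active means inhibition of 40% or more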;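 further: 0% = enzyme controls without compound and 100% = no-enzyme blanks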
# Target sequence (Q9Y337 67-293 limits assumed): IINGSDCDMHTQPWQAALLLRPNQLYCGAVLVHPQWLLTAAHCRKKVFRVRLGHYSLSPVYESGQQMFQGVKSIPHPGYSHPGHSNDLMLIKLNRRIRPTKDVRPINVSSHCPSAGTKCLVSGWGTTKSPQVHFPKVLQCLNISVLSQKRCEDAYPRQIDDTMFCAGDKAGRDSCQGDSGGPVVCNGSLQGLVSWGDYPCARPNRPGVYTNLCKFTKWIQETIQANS
# thrombin 1536: human alpha-thrombin inhibitors, primary screen, counter-screen for coagulation protease inhibitor project, biochemical, 1536-well, fluorogenic AMC substrate; Boc-VPR-AMC fluorogenic substrate cleavage; Prothrombin (Homo sapiens), P00734; 220,000 compounds, 0.26% hits; inhibition, % at 5 µM;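 active means inhibition at or above 40%; inactive means inhibition below 40%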;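 further: 0% = enzyme with no compound and 100% = wells without enzyme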
#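 System: human alpha-thrombin protein; Compound dosing: one concentration per compound, 5 µM, with 0.2% DMSO; Timing: reaction at room temperature; Technique: AMC fluorescence, 355/460 nm; Controls: enzyme without compound as high, wells lacking enzyme as low.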
# * hit, by the source's call; i = inactive; / = no result given; [ ] = another dose, or the depositor's remark.
SMILES,Cl transport mod,FXIIa inh,Rad51 HR inh,FXIa inh 1536,Calpain2 inh,Furin inhibitor,PERK inh,hK5 inh,thrombin 1536
Cc1c(NC(=S)NC(=O)C(c2ccccc2)c2ccccc2)cccc1C(=O)O,0.1,19,-4,4,6,-1,1.3,-3,1
CC1CCCCC12NC(=O)N(CC(=O)Nc1ccc(N3CCOCC3)cc1)C2=O (centres undefined),0.35,3,-6,0,16,-4,0.3,15,16
COc1ccc(N(C(=O)c2ccco2)S(=O)(=O)c2cc(OC)ccc2OC)cc1,0.83,16,3,-1,-1,-21[20 µM],-0.1,-20,14
COc1ccc(C2CC(=O)c3c(C)nc(N4CCN(c5ccccc5)CC4)nc3C2)cc1 (centres undefined),/,18,-2,-16,2,-21,0.5,10,11
Cn1c(SCC(=O)c2ccccc2F)nnc1C1CC1,0.043,-3,-1,-11,30,-13,0.4,-18,-2
C=CCn1c(SCC(=O)NNC(=O)Nc2cccc(Cl)c2)nnc1-c1ccccc1,-0.041,6,1,1,31,-11,0.2,3,0
COC(=O)c1ccc(S(=O)(=O)NCCc2ccccc2OC)n1C,-0.1,8,8,-2,10,-19,1.1,-7,-6
CCOC(=O)/C(=C\C=C1/Sc2ccccc2N1CC)C(C)=O,i,27,/,23,5,19,-0.2,-5,-2
Cc1ccc(-c2nn(C)c(=O)c3ccccc23)cc1CNC(=O)CSc1nc2ccccc2o1,/,4,-4,8,12,-23,-1.4,2,-4
Cc1cc(/C=N/NC(=O)Cn2c3ccccc3c(=O)c3ccccc32)c(C)n1-c1ccccc1,0.86,9,/,-4,-155,-15[20 µM],-0.6,-21,-3
N#Cc1nc(-c2ccc(OCc3ccc(Cl)cc3)cc2)oc1NCc1cccnc1,0.99,-10,7,-16,30,-2,0.1,-14,3
CCc1ccc(C(=O)NNc2cc(Cl)ccc2Cl)cc1,-2,7,16,3,8,-15,-0.3,1,5
CCOC(=O)c1c(NC(=O)c2cccs2)sc2c1CC(C)(C)OC2,-1.3,11,-7,-8,-29,-10,-0.2,7,2
O=C(CNS(=O)(=O)c1cccc2nsnc12)NC1CCCCC1,0.15,10,-3,17,-6,-28,-0.1,-19,-4
Cn1c(CNC(=O)Nc2ccccc2Cl)nnc1SCc1ccccc1,-0.024,17,9,18,12,-11,-0.7,43*,25
COc1ccc(-n2c(C)nc3c(cnn3-c3ccc(C)cc3)c2=O)cc1,-0.049,1,-3,4,31,1,-0.5,1,-9
CCc1nc2n(n1)C(O)c1cc([N+](=O)[O-])ccc1S2 (centres undefined),0.35,12,12,0,9,-8,-0.1,-1,-2
O=C(CCC(=O)Nc1ccccc1)NNC(=O)CCc1ccccc1,0.45,7,-8,1,42,-11,0.4,0,4
Cc1cc(C)c(C(=O)CN2C(=O)NC3(CCCCC3)C2=O)cc1C,2.1,/,2,-3,24,-27,-0.8,-4,-7
Cn1c(SCC(=O)Nc2ccc(N3CCOCC3)cc2)nnc1-c1ccccc1,-0.35,3,5,-6,-10,-13[20 µM],-0.8,-22,-9
O=c1c2ccccc2nc2ccccn12,0.067,1,32,-9,i,-57,1.8,-16,1
O=S(=O)(c1ccc(F)cc1)N1CCN(C(=S)NCc2ccccc2)CC1,-0.27,5,-4,-3,18,-8,-0.3,-3,-11
O=C(COC(=O)c1cc[n+]([O-])cc1)NCCc1ccc(Cl)cc1Cl,-0.54,9,6,6,-3,-44,1.3,5,/
CCOC(=O)N1CCC(c2cc(=O)n3[nH]ccc3n2)CC1,/,5,-17,2,-37,-9,-0.1,-10,-2
CCOc1ccc(C(=O)c2ccncc2)cc1,0.57,18,1,4,21,-13[20 µM],0.8,-10,3

# Gathered by group, the entries above containing two or more sulfur atoms (3)
SMILES,Cl transport mod,FXIIa inh,Rad51 HR inh,FXIa inh 1536,Calpain2 inh,Furin inhibitor,PERK inh,hK5 inh,thrombin 1536
CCOC(=O)c1c(NC(=O)c2cccs2)sc2c1CC(C)(C)OC2,-1.3,11,-7,-8,-29,-10,-0.2,7,2
O=C(CNS(=O)(=O)c1cccc2nsnc12)NC1CCCCC1,0.15,10,-3,17,-6,-28,-0.1,-19,-4
O=S(=O)(c1ccc(F)cc1)N1CCN(C(=S)NCc2ccccc2)CC1,-0.27,5,-4,-3,18,-8,-0.3,-3,-11

# (continued)
SMILES,Cl transport mod,FXIIa inh,Rad51 HR inh,FXIa inh 1536,Calpain2 inh,Furin inhibitor,PERK inh,hK5 inh,thrombin 1536
CCOC(=O)c1ccccc1NC(=O)C1CC(=O)N(c2ccccc2)C1 (centres undefined),0.28,5,-5,-1,36,-11,-0.7,4,-11
C=CCn1c(SCc2csc(C)n2)nc2sc3c(c2c1=O)CCCC3,/,12,/,2,30,-19[20 µM],-0.6,-15,-1
Cc1cc2oc(=O)c3c(c2cc1OCc1nn[nH]n1)CCCC3,-0.11,0,0,-3,-82,-30,1.0,-12,-1
COC(=O)c1ccc(NC(=S)N2CCN(Cc3ccccc3Cl)CC2)cc1,-2.5,9,-2,-1,26,-17,0.5,2,-5
O=C(CSc1ccccc1)Nc1ccc(N2CCOCC2)cc1,0.33,15,-3,-4,-6,-12[20 µM],1.4,-25,1
COc1ccccc1C(=O)Nc1ccccc1C(=O)N1C(C)CCCC1C (centres undefined),-0.9,-1,13,-4,25,-14,0.4,2,-3
Cc1ccc(SCC(=O)Nc2cccc(NC(=O)c3ccco3)c2)cc1,-0.14,-11,10,-14,6,-17[20 µM],0.7,2,-4
CCC(=O)OCC(=O)c1c(N)n(Cc2ccccc2)c(=O)n(C)c1=O,/,6,11,3,-14,-12,0.9,-7,-7
COc1ccc(-c2csc(N(CC3CCCO3)C(=O)c3ccccc3)n2)cc1 (centres undefined),0.72,6,13,2,19,-14,-0.9,19,1
CCCC(=O)c1ccc(N2CCN(C(=O)OCC)CC2)c(F)c1,0.084,30,2,19,13,-6,0.1,-12,3
O=C(O)c1c(Cl)c(Cl)c(Cl)c(Cl)c1C(=O)N1CCCCCC1,0.73,5,14,-3,7,-22,0.3,-2,-7
COc1ccc(NC(=O)Nc2ccc(OCC(=O)N3CCOCC3)cc2)cc1OC,-1,9,3,4,15,-20,-0.3,-8,2
COc1c(O)cc2c(c1O)C(=O)CC(c1ccccc1)O2 (centres undefined),0.071,3,-2,-1,20,-26,1.0,0,0
O=C(N/N=C\c1c(O)ccc2ccccc12)c1ccc(Cn2cccn2)o1,/,15,-26,9,-181,-8,0.8,-11,2
CCc1ccccc1Nc1cc(C(=O)NCc2ccccn2)c2ccccc2n1,-0.39,-2,-3,2,19,-1,-0.7,0,-7
O=[N+]([O-])c1ccc(Cl)c(CN2CCC(O)CC2)c1,0.002,3,-2,3,1,-6,0.2,-16,-9
C/C(=N/Nc1ncc(C(F)(F)F)cc1Cl)c1ccncc1,0.12,6,/,0,30,-5,-0.6,/,-4
CC(=O)c1cc2c(cc1NC(=O)CSc1nc3ccc(C)cc3[nH]1)OCO2,-1.8,5,-10,10,2,-13,-0.9,-4,-6
O=C(Nc1ccc2c(c1)OCO2)c1ccc(N2C(=O)c3ccccc3C2=O)cc1,0.045,24,-5,19,16,-23,0.1,-2,-2
COC(=O)C(C)n1cnc2c(cnn2-c2ccc(Cl)cc2)c1=O (centres undefined),-0.016,0,13,6,-15,-16[20 µM],0.0,-32,6
CC1(C)Cc2c(sc(NC(=O)C(C)(C)C)c2C#N)C(C)(C)N1,1.9,16,1,10,-18,-21[20 µM],-0.2,-5,-1
Cc1ccc(NC(=O)CC2C(=O)N(Cc3ccccc3)C(=S)N2NC(=O)c2ccccc2)c(C)c1 (centres undefined),0.61,8,4,-3,16,-17,-0.7,-2,-8
CN(C)S(=O)(=O)c1ccc(Cl)c(NC(=O)CN2CCNC(=O)C2)c1,1.2,5,3,1,-22,-21,0.6,0,/
COc1ccc(-c2ccnc(-c3ccncc3)n2)cc1,-0.38,9,2,0,-8,-25,0.3,1,0
O=C(O)CC/C(=N\NC(=O)CNC(=O)c1cccc(Cl)c1)c1ccccc1,-0.48,4,-1,-9,-3,-7,0.4,-8,-12
# The results go on.
SMILES,Cl transport mod,FXIIa inh,Rad51 HR inh,FXIa inh 1536,Calpain2 inh,Furin inhibitor,PERK inh,hK5 inh,thrombin 1536
COc1cccc(NC(=O)c2cc([N+](=O)[O-])ccc2NC(=O)CNCC2CCCO2)c1 (centres undefined),-0.41,4,10,-2,30,-9,0.4,-4,1
CCOC(=O)CN1C(=O)C(=O)c2cccc(C)c21,1.4,-2,6,-18,25,-23,0.7,18,-10
COc1cccc(-n2nnc3c(=O)n(CC(=O)N4CCCCC4)cnc32)c1,0.12,7,-3,8,-26,-24,-0.6,-2,-3
O=C1c2ccccc2C(Nc2ccc(F)cc2F)N1CCN1CCOCC1 (centres undefined),0.67,4,-7,-8,21,-5,0.7,37,-6
O=C(COc1ccccc1/C=C\c1nc(O)c([N+](=O)[O-])c(=O)[nH]1)Nc1ccccc1,0.33,6,-14,9,-16,-12,0.5,-4,-6
Cc1sc2nc(SCC(=O)C(C)(C)C)n(Cc3ccco3)c(=O)c2c1C,0.54,8,6,-1,-4,-9[20 µM],0.1,2,-2

# Reformatted with values under each structure: part of the list above
# Screens in order – Cl transport mod, FXIIa inh, Rad51 HR inh, FXIa inh 1536, Calpain2 inh, Furin inhibitor, PERK inh, hK5 inh, thrombin 1536
- CCOC(=O)c1c(NC(=O)c2cccs2)sc2c1CC(C)(C)OC2
 : -1.3, 11, -7, -8, -29, -10, -0.2, 7, 2
- CCOc1ccc(C(=O)c2ccncc2)cc1
 : 0.57, 18, 1, 4, 21, -13[20 µM], 0.8, -10, 3
- CC(=O)c1cc2c(cc1NC(=O)CSc1nc3ccc(C)cc3[nH]1)OCO2
 : -1.8, 5, -10, 10, 2, -13, -0.9, -4, -6
- Cc1ccc(NC(=O)CC2C(=O)N(Cc3ccccc3)C(=S)N2NC(=O)c2ccccc2)c(C)c1 (centres undefined)
 : 0.61, 8, 4, -3, 16, -17, -0.7, -2, -8
- O=S(=O)(c1ccc(F)cc1)N1CCN(C(=S)NCc2ccccc2)CC1
 : -0.27, 5, -4, -3, 18, -8, -0.3, -3, -11
- Cn1c(SCC(=O)c2ccccc2F)nnc1C1CC1
 : 0.043, -3, -1, -11, 30, -13, 0.4, -18, -2
- COC(=O)C(C)n1cnc2c(cnn2-c2ccc(Cl)cc2)c1=O (centres undefined)
 : -0.016, 0, 13, 6, -15, -16[20 µM], 0.0, -32, 6

# An excerpt; count on the stated rates, not on these rows.
